SENP1 inh – blocks the human SENP1 SUMO protease catalytic domain; 360,000 tested, 0.21% active; recombinant SENP1 catalytic domain, CyPet-SUMO1-YPet FRET cleavage; inhibition, % at 10 µM; AID 624204;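 active means inhibition at least 30% at 10 µM, raw YFP signal under a set limit, fluorescence ratio 0.5 to 1.5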;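 further: 0% = enzyme with DMSO and 100% = no enzyme wells; some results filed as inactive read as strong as hits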
Target sequence (Q9P0U3 419-644 limits assumed): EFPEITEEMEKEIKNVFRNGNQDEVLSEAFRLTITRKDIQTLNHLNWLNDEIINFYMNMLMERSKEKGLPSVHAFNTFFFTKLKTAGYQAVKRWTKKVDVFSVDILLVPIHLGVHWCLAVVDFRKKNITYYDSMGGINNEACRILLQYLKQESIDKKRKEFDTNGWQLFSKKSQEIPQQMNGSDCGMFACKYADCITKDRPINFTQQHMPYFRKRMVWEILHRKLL
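material = recombinant human SENP1 catalytic domain, His6-tagged | quantity = 20 pM enzyme | reagent = 25 nM SUMO1 FRET substrate | compound dosing = 10 µM single point, 0.5% DMSO | timing = 50 min enzyme reaction, room temperature, light-protected | detection = FRET, CFP and YFP emission | control set = no-enzyme low, enzyme-DMSO high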
SENP8 block-1 – SENP8 protease inhibition; Q96LD8; purified SENP8, Z-RLRGG-aminoluciferin cleavage, luminescence; inhibition, % at 10 µM; 330,000 tested, 1.2% active; AID 2540; in the data active means inhibition above about 50%
Target sequence (Q96LD8 whole entry, looked up): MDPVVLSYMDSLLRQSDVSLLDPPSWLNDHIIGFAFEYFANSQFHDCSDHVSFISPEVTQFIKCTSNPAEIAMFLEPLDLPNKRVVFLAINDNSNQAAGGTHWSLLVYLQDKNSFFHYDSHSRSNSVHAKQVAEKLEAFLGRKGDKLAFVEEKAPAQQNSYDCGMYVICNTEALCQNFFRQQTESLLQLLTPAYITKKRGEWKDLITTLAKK
NALP3 yeast inh – NALP3 inhibition in yeast; Yeast reconstituted NLRP3/ASC/caspase-1, beta-gal luminescence, 24 h; AID 2825; inhibition, % at 10 µM; 330,000 tested, 0.39% active;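 active means inhibition of 50% or more; inactive means inhibition below 50%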;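 further: plate controls were induced DMSO wells for no effect and uninduced yeast grown without galactose for full effect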
HKDC1 inh – blocks human hexokinase HKDC1 activity; Q2TB90; recombinant HKDC1, G6PDH/diaphorase resazurin coupled fluorescence; 340,000 tested, 0.16% active; inhibition, % at 20 µM; AID 493160;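 active means inhibition above about 35% when tested at 20 µM, limit read from the data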;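 further: plate controls were DMSO wells with enzyme for no effect and DMSO wells lacking enzyme for full effect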
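Test system: Recombinant HKDC1 (HK5) hexokinase enzyme, produced in-house | Input: HKDC1 at 5 µg/mL | Buffer or medium: Tris pH 8.0 buffer with MgCl2, Tween-20, BSA, BME | Schedule: 90 min reaction incubation at room temperature, dark | Technique: Resazurin-to-resorufin fluorescence via G6PDH and diaphorase coupling, 525/613 nm | Controls: DMSO wells with and without enzyme mix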
SENP6 block – blocks the human protease SENP6; Recombinant SENP6 catalytic domain, aminoluciferin luminescence; inhibition, % at 10 µM; 330,000 tested, 1.8% active;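 active means inhibition above about 50% at the single tested dose, limit read from the data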;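 further: plate controls were DMSO wells with enzyme for no effect and DMSO wells lacking enzyme for full effect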
Target sequence (Q9GZR1 628-1112 limits assumed): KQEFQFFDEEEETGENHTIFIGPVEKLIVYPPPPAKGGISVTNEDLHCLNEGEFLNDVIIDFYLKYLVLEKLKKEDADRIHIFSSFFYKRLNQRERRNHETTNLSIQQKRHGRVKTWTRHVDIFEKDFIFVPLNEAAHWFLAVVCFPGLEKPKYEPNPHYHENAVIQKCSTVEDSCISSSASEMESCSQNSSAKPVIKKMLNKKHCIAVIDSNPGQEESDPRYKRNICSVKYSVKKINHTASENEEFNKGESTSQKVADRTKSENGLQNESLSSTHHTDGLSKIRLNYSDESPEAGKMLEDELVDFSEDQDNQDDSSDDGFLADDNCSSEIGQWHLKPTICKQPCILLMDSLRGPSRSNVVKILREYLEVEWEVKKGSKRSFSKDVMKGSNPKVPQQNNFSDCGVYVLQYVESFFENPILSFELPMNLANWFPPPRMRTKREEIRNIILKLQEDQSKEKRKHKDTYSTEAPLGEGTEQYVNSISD
Apaf-1 inh – inhibitors of human Apaf-1 apoptosome. O14727. reconstituted apoptosome caspase-3 activity, DEVD-Rh110 fluorescence. inhibition, % at 20 µM. 330,000 tested, 0.71% active; active means inhibition of at least 40% at 20 µM;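 further: plate controls were DMSO wells for no effect and DEVD-CHO caspase inhibitor wells for full effect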
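System: reconstituted apoptosome with Apaf-1, cytochrome c, caspase-9, procaspase-3, dATP; Signal: Rh110 fluorescence intensity; Schedule: 30 min compound preincubation, 50 min activation, room temperature; Reagent: cytochrome c trigger plus (Z-DEVD)2-Rh110 caspase-3 substrate.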
PfG6PD inh – PfG6PD (Plasmodium falciparum) enzyme inhibition. 350,000 tested, 0.78% active. inhibition, % at 20 µM. PfGluPho enzyme, NADPH resazurin-diaphorase fluorescence;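 active means inhibition reaching at least a set limit at 20 µM in the primary screen, cut at about 59% in these data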;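 further: 0% = DMSO wells with substrate and 100% = DMSO wells lacking glucose-6-phosphate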
SENP7 block – SENP7 protease inhibition | recombinant SENP7, Z-RLRGG-aminoluciferin luminescence, 40 min | Q9BQF6 | inhibition, % at 5 µM | 330,000 tested, 1.5% active;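 active means inhibition above about 50% at the single test dose, limit read from the data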;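 further: plate controls were DMSO with enzyme for no effect and no enzyme buffer wells for full effect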
SENP8 block-2 – inhibitors of human SENP8 protease; 360,000 tested, 0.64% active; inhibition, % at 20 µM; AID 602440; recombinant SENP8, Nedd8 substrate fluorescence; Q96LD8; in the data active means inhibition mostly above about 40%, no sharp cut-off; inactive means mostly below about 27%
Active calls of the source: *; i = inactive; . = no result given.

Start of the data: the first six compounds as a preview:
SMILES	SENP1 inh	SENP8 block-1	NALP3 yeast inh	HKDC1 inh	SENP6 block	Apaf-1 inh	PfG6PD inh	SENP7 block	SENP8 block-2
Cc1ccccc1Cn1nc(C)c(NC(=O)/C=C/c2cnn(C)c2)c1C	1	-8	4	5	-32	2	-7	-15	14
COc1ccc(-c2cn(CCC(=O)O)c(-c3ccc(Cl)nc3)n2)cc1	3	-17	4	-1	-5	-2	9	14	-72
O=C(N/N=C/c1coc2ccccc2c1=O)c1ccccc1Br	-1	-2	-7	-3	-30	14	-8	1	-33
O=C(C1CC1)N1CCN(c2ccc([N+](=O)[O-])cc2-n2cccc2)CC1	0	5	9	4	13	-1	4	-1	20
CCOc1ccc2c(c1)C(C)=CC(C)(C)N2	-102	11	10	13	-9	6	90*	1	-387
O=c1ncn(-c2ccccc2C(F)(F)F)c2ncccc12	-1	-8	4	10	-9	-8	8	-6	8

The whole of this part, from the start:
SMILES	SENP1 inh	SENP8 block-1	NALP3 yeast inh	HKDC1 inh	SENP6 block	Apaf-1 inh	PfG6PD inh	SENP7 block	SENP8 block-2
Cc1ccccc1Cn1nc(C)c(NC(=O)/C=C/c2cnn(C)c2)c1C	1	-8	4	5	-32	2	-7	-15	14
COc1ccc(-c2cn(CCC(=O)O)c(-c3ccc(Cl)nc3)n2)cc1	3	-17	4	-1	-5	-2	9	14	-72
O=C(N/N=C/c1coc2ccccc2c1=O)c1ccccc1Br	-1	-2	-7	-3	-30	14	-8	1	-33
O=C(C1CC1)N1CCN(c2ccc([N+](=O)[O-])cc2-n2cccc2)CC1	0	5	9	4	13	-1	4	-1	20
CCOc1ccc2c(c1)C(C)=CC(C)(C)N2	-102	11	10	13	-9	6	90*	1	-387
O=c1ncn(-c2ccccc2C(F)(F)F)c2ncccc12	-1	-8	4	10	-9	-8	8	-6	8
C=CCSc1nc2ccccc2n2cnnc12	2	-2	16	3	-9	3	14	-4	-1
CCOC(=O)N1CCN(c2cc(NCCC(=O)O)c3c4c(onc24)-c2ccccc2C3=O)CC1	100	26	5	37*	48	75*	38	26	88*
CC(C)(C)C1CCc2onc(C(=O)N3CCOCC3)c2C1 (stereo not given)	1	2	8	-4	1	-19	-2	-6	11
CC(=O)CC1(OC(C)=O)C(=O)N(C)c2ccccc21 (stereo not given)	2	3	9	-8	-2	-1	-4	4	9
CSc1ccccc1-c1nnc(-c2ccc(Cl)cc2)o1	-2	-2	-1	3	26	15	28	28	-359
O=C1CC(N2CCN(C3CC(=O)N(CCc4ccccc4)C3=O)CC2)C(=O)N1CCc1ccccc1 (stereo not given)	1	4	-3	8	1	-1	-9	6	10
O=c1ccsc2ccccc12	1	.	.	-4	.	.	7	.	4
O=C(CCCN1C(=O)CSc2ncccc21)N1CCN(c2cccc(C(F)(F)F)c2)CC1	-3	0	13	-7	-8	12	-3	-1	6
CC1(C)Cc2c(c(-c3ccco3)nc3sc4c(NCCO)ncnc4c23)CO1	-22	-1	13	5	0	-11	11	4	-399
CCS(=O)(=O)c1ccc2oc(SCC(=O)Nc3ccc(OC)cc3OC)nc2c1	-2	0	2	-11	-3	-2	8	4	3
CC(C)c1ccc(-c2nnc(N)s2)cc1	2	-4	22	2	-7	0	8	-4	-3
CCn1c(C(C)NC(=O)c2cccc(C)c2)nc2ccccc21 (stereo not given)	-1	-11	-3	-2	-13	-1	-2	16	15
Cc1[nH]n(-c2ccccc2)c(=O)c1/C=N/N1C(=O)c2cccc3cccc(c23)C1=O	7	3	2	-6	-4	0	6	6	18
CCOc1ccccc1N1CCN(C(=O)C(F)(F)F)CC1	1	-1	14	-2	-13	-6	-1	-6	2
CCN1CCN(C(=O)C2CCN(c3nnc(C)c4c(C)n(-c5ccc(C)cc5)nc34)CC2)CC1	1	-3	4	-8	-4	12	8	-8	-221
COC(C[C@@H]1O[C@@H]1[C@H](O)[C@@H](C)OCc1ccccc1)OC	-1	-1	6	-4	-17	4	2	4	8
COc1ccc(CNC(=O)C2CCC(CNc3c(N4CCC(C)CC4)c(=O)c3=O)CC2)cc1 (stereo not given)	-2	-1	-3	-11	12	-17	-2	-4	8
COC(CNC(=O)c1ccc2c(c1)ncn2-c1ccc(F)c(F)c1)OC	0	-6	11	-12	-8	3	15	5	2
FC(F)(F)c1cc(CO[C@@H]2CCCN[C@@H]2c2ccccc2)cc(C(F)(F)F)c1	-1	-8	42	-1	-3	47*	67*	7	8
Next structures follow:
SMILES	SENP1 inh	SENP8 block-1	NALP3 yeast inh	HKDC1 inh	SENP6 block	Apaf-1 inh	PfG6PD inh	SENP7 block	SENP8 block-2
O=C(/C=C/c1ccc(Br)cc1)NC(=S)Nc1ccc(S(=O)(=O)Nc2nccs2)cc1	-1	-12	6	30	-12	21	3	2	20
O=C(NCc1ccc(C(F)(F)F)cc1)C1CC(c2ccccc2[N+](=O)[O-])=NO1 (stereo not given)	-1	6	20	0	-10	6	5	3	0
Cc1cc(C)nc(N2CCN(C(=O)c3ccc(S(=O)(=O)N4CCCCCC4)cc3)CC2)n1	-2	-8	9	-2	-11	10	-9	5	1
c1csc(-c2nn3c(C4COc5ccccc5O4)nnc3s2)c1 (stereo not given)	-2	-7	-10	-5	-30	3	59*	1	-16
CC(=O)Nc1cc(-c2nn(C)c(=O)c3ccccc23)ccc1N1CCOCC1	2	-8	-1	0	-19	13	4	-5	-27
COc1cc2c(cc1C1NC(=S)NC(C)=C1C(=O)N(C)C)CCCC2 (stereo not given)	0	-9	-4	9	-33	3	12	-7	6
O=C(Cn1cnc2c(nnn2Cc2ccccc2)c1=O)c1ccccc1	2	-1	9	6	-8	4	-16	3	17
CCOC(=O)c1sc(C)nc1C1CCN(C(=O)OCC)CC1	1	1	-6	-5	-12	8	-3	0	19
CN(Cc1cn(-c2ccccc2)nc1-c1ccc(F)cc1)C(=O)CCC(=O)O	-1	7	0	14	10	0	2	5	25
CN(c1ccc(OCC(=O)OCC(=O)Nc2c(F)c(F)c(F)c(F)c2F)cc1)S(=O)(=O)c1ccc(F)cc1	-3	5	10	14	-2	9	-1	11	14
CCCSC1=N/C(=C\c2ccc([N+](=O)[O-])o2)C(=O)S1	-1	.	.	19	.	.	45	.	32
COC(=O)C1=C(C(=O)OC)[C@@H]2Nc3ccccc3[C@@]23C[C@@H](C(=O)OC)N(C(=O)C2CCC2)C3=N1	1	0	-6	-5	-14	3	0	-5	14
Cc1ccc(Cl)cc1NC(=O)c1ocnc1C	0	-7	3	-6	-3	-3	-9	8	12
O=C(Nc1nc(-c2cccs2)cs1)c1ccc(Cl)s1	-11	-15	1	3	8	11	25	-7	-107
COc1ccnc(Oc2ccccc2)c1C#N	1	8	19	4	6	-4	-10	2	6
COc1ccc(/C(C)=N/NS(=O)(=O)c2cc(C)ccc2C)c(OC)c1	1	3	18	15	15	2	-5	2	-9
CCNC(=S)N1CCN(c2nc(CC)nc3sc4c(c23)CCCC4)CC1	0	4	12	1	15	14	21	5	7
O=C(COc1ccc(S(=O)(=O)N2CCCC2)cc1)NCCC1=CCCCC1	0	-9	4	8	-6	-15	8	13	0
CCOC(=O)C1=C(CN2c3ccccc3CC2C)NC(=O)NC1c1ccccc1 (stereo not given)	-25	-6	17	-1	-24	28	-3	-7	-21
C=CCNC(=O)c1onc(CSc2cc(C)cc(C)c2)c1C(=O)O	2	-18	6	3	-9	3	-18	-3	18
CCOc1ccc(N(C(=O)c2ccccc2Cl)C2=NC(C)(C)CS2)cc1	0	1	6	-2	6	-1	14	2	31
COc1ccccc1CNN	-4	4	-2	-3	15	5	1	5	28
N#C/C(=C\c1ccccn1)c1ccccn1	3	9	23	-4	9	6	10	2	20
Cc1ccc(-n2c(SCC(=O)Nc3ccc(N4CCOCC4)cc3)nc3ccccc3c2=O)cc1	0	-11	5	-4	-31	15	10	-2	21
CC(C)CCNC(=O)CN(CCN1CCOCC1)C(=O)Cn1nnc(-c2ccc(F)cc2)n1	2	-5	-8	-12	6	-21	1	-6	14
(cont.)
SMILES	SENP1 inh	SENP8 block-1	NALP3 yeast inh	HKDC1 inh	SENP6 block	Apaf-1 inh	PfG6PD inh	SENP7 block	SENP8 block-2
c1ccc(N2N=C(c3cccs3)CC2c2ccco2)cc1 (stereo not given)	-20	-12	5	2	11	2	6	-9	-412
CC1=C(C(=O)OCc2ccccc2)C(c2ccc([N+](=O)[O-])cc2)NC(=O)N1CCCCCC(=O)O (stereo not given)	2	-6	17	-4	-3	-2	-6	2	12
CCC(=O)N=c1sc2cc(F)cc(F)c2n1C	3	-5	20	-5	-8	-2	1	-8	14
CCCCN(Cc1ccccc1)S(=O)(=O)c1cc2c(cc1Br)CC(C)N2C(C)=O (stereo not given)	2	.	.	0	.	.	28	.	6
CCCCC1C(=O)NN(c2ccccc2)C1=O (stereo not given)	1	.	.	-6	.	.	-15	.	24
Cc1onc(-c2ccccc2)c1CNC(=O)Nc1ccccc1	2	16	6	-5	6	-21	-3	3	2
Cc1cc(=O)[nH]c(N/N=C/c2c(C)nn(-c3ccccc3)c2C)n1	0	5	5	4	-14	-9	-9	-3	-12
Cc1ccc(Sc2c(C)[nH]n(C(C)(C)C)c2=O)cc1	3	-8	-3	-6	-19	-13	-3	7	21
CCn1cc(CN2CCC(C(=O)Nc3ccc(Oc4ccccc4F)cc3)CC2)c(C)n1	0	-8	22	-7	-23	4	17	16	3
CCOC(=O)CCc1c(C)n(CC)c2ncnn2c1=O	2	9	-5	-4	-7	-5	-13	-5	6
CCc1n[nH]c(=S)n1/N=C/c1c(C)nn(-c2ccccc2)c1Cl	0	-2	17	-3	2	7	26	-9	11
CC(C)CNC(C(=O)Nc1ccc([N+](=O)[O-])cc1Br)c1ccccc1 (stereo not given)	1	-4	6	1	-4	10	0	-2	18
Cc1c(/C=C/C(=O)c2ccccc2)cnn1C	-1	-20	3	0	7	17	9	-3	-14
O=c1nc(N2CCOCC2)ccn1-c1nc(-c2ccccc2)oc1-c1ccccc1	3	0	7	-4	2	-5	-8	8	-153
CC1(C)CC2CC(C)(CN2C(=O)Cc2ccccc2)C1 (stereo not given)	2	-2	16	-3	-5	3	0	1	14
COc1cc([C@@H]2[C@H]3CNCC=C3C(C#N)=C(N)C2(C#N)C#N)ccc1OC(C)C	-22	4	22	4	-1	3	-1	-1	i
Cc1ccc(-n2c(SCC(=O)N3CCCCC3)nc(O)cc2=O)cc1	-2	6	0	-7	2	-7	7	1	12
O=C(NCCNc1ccc(Cl)cc1[N+](=O)[O-])c1ccccc1F	4	-7	32	0	-29	12	4	-10	24
O=C(Nc1c(F)cccc1F)c1ccc(-n2cncn2)nc1	-2	0	21	-6	-8	-2	-12	3	20
O=C1/C(=C/c2ccco2)Oc2c1ccc(O)c2CN1CCCCC1	-27	-12	4	8	-50	10	12	-7	-163
Cc1cccc(NCC(=O)NNC(=S)Nc2ccccc2)c1	1	6	7	-12	-5	-17	-1	-1	34
O=C(CN1CCN(S(=O)(=O)c2ccccc2F)CC1)NCC1(N2CCOCC2)CCCCC1	-1	-12	12	-6	-15	2	3	0	11

Screening results from PubChem BioAssay.
